High-throughput results from PubChem.
yeast bub3: NCI yeast anticancer drug screen, S. cerevisiae bub3 mutant strain | growth inhibition, % at 50 µM | 78,000 tested, 9.9% active;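 also: 0% = growth of vehicle-only cultures of the same strain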
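Whole-cell yeast assay. The mutant strain was incubated with compounds, and growth inhibition was determined by comparison with vehicle-treated cells.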
cln2 rad14: NCI yeast anticancer drug screen, S. cerevisiae cln2 rad14 strain; growth inhibition, % at 50 µM; 78,000 tested, 8.3% active; AID 165;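 also: 0% = growth of vehicle-only cultures of the same strain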
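Growth inhibition, relative to vehicle-treated controls, is the read-out. The test organism is a yeast strain with defined genetic alterations, cln2 rad14.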
yeast rad50: NCI yeast anticancer drug screen, S. cerevisiae rad50 strain; % growth inhibition at 50 µM; AID 155; 79,000 tested, 10% active;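 also: 0% = growth of vehicle-only cultures of the same strain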
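Genetically altered yeast (DNA repair pathway); compound treatment; growth inhibition vs vehicle ctrl.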
sgs1 mgt1: NCI yeast anticancer drug screen, S. cerevisiae sgs1 mgt1 strain; growth inhibition, % at 50 µM; 78,000 tested, 10% active;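 also: 0% = growth of vehicle-only cultures of the same strain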
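Inhibition of yeast growth, normalised to vehicle-treated controls, is reported for a strain bearing genetic alterations in DNA damage repair.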
yeast mec2-1: NCI yeast anticancer drug screen, S. cerevisiae mec2-1 strain. growth inhibition, % at 50 µM. 79,000 tested, 9% active;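 also: 0% = growth of vehicle-only cultures of the same strain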
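Test agents were screened against the mec2-1 yeast strain, with defined DNA repair or cell cycle alteration. Growth was scored as inhibition against vehicle-only controls.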
mlh1 rad18: NCI yeast anticancer drug screen, S. cerevisiae mlh1 rad18 strain; % growth inhibition at 50 µM; 79,000 tested, 11% active; AID 175;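 also: 0% = growth of vehicle-only cultures of the same strain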
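In this whole-cell yeast screen, a strain with altered DNA damage repair is challenged with compound, and its growth is measured against matched vehicle-treated controls.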
Starred values were filed as active, the others as inactive; . = not tested or not shown; & = joins results of further samples; ! = repeats disagree. Rule as the data show it: active = growth inhibition above about 70%; inactive = the rest.

SMILES	yeast bub3	cln2 rad14	yeast rad50	sgs1 mgt1	yeast mec2-1	mlh1 rad18
O=C(O)C1C2CC(C(Br)C2Br)C1C(=O)O (stereo not given)	-6	10	-7	-22	1	-12
O=c1cc2ccc(Cl)cc2n[nH]1	-14	-33	8	2	3	4
O=C1Cn2c(c3c(nc2=O)CCCC3)N1	-8	-14	-31	-10	-7	2
NC(=S)N/N=C1\C(=O)NC(=O)C1c1ccccc1 (stereo not given)	16	0	5	3	1	7
Cc1ccc(S(=O)(=O)OC2=C/C(=N\c3onc(C)c3C)c3ccccc3C2=O)cc1	-15	-5	-42	-28	-19	-19
CCc1oc(=O)c(Cc2c(OC(C)=O)cc(OC(C)=O)c3c2OC(c2ccccc2)CC3=O)c(OC(C)=O)c1C (stereo not given)	43	27	44	27	28	31
COc1ccc(Cc2cc3c(cc2OCC(N)=O)OCO3)cc1	7	19	13	11	5	10
Cc1ccc(/C(C#N)=C2C=C(Br)/C(=N\O)C=C/2Cl)cc1	.	.	3	.	-11	11
CCOc1ccccc1N=C=O	8	-7	-8	-25	-15	-19
CCn1c(=O)n(Cc2ccccc2)c(=O)c2ccccc21	-5	11	20	25	9	30
C=CC(=O)OCc1ccc(OC)cc1	6	14	30	29	32	30
CC1COS(=O)O1 (stereo not given)	-6	-20	-11	-17	-16	0
CC1=C(CCC(C)CO)OC2CC3C4CCC5CC(O)CCC5(C)C4CCC3(C)C12 (stereo not given)	-21	-2	-4	-25	-23	-16
NNC(=O)c1ccc(N)cc1O	-4	75*	-14	-29	-14	2
COc1ccc(C=O)c(NC(=O)C(C)(C)C)c1	23	2	37	10	24	-14
CC1CC(Cc2ccccc2CC2CC(C)OC2=O)C(=O)O1 (stereo not given)	11	11	7	0	13	23
CCN(CC)CCSc1c2ccccc2nc2c(OC)ccc(OC)c12	12	42	0	0	10	35
O=C(O)c1c(Cl)c(Cl)c(Cl)c(C(=O)O)c1Cl	6	-36	-2	7	2	19
C/C=C(\CC)C(C#N)(CC)C(=O)OCC (stereo not given)	-30	-6	21	-8	-18	-25
Cc1cc(C)nc(NC(=O)OC(C)C)c1	13	-55	18	30	11	25
CCN(CC)C(=S)Oc1cc2oc(=O)cc(C)c2cc1Cl	-33	12	-12	-6	-29	-22
CSCCC=O	42	0	-6	-4	-4	1
OC(c1ccccc1)(c1ccc2ccccc2n1)c1cccs1 (stereo not given)	-3	-32	4	-12	8	8
NCC(=O)Nc1ccc(S(=O)(=O)O)c2cc(S(=O)(=O)O)cc(S(=O)(=O)O)c12	-5	2	-17	-10	0	3
CCCc1c(OC)c(=O)c2c(OC)cc(OC)c3c4c(OC)cc(OC)c5c(=O)c(OC)c(CCC)c(c1c23)c54	83*	89*	88*	86*	92*	93*
The list goes on:
SMILES	yeast bub3	cln2 rad14	yeast rad50	sgs1 mgt1	yeast mec2-1	mlh1 rad18
O=C1OC2(c3ccccc31)c1ccc(O)c(O)c1Oc1c2ccc(O)c1O	43	40	48	55	50	58
O=C(C[n+]1cccc(O)c1)c1ccc(F)cc1	28	-32	-16	-21	-2	-8
Cc1c[nH]c(=O)[nH]c1=O	10	8	10	1	0	11
CC(C)C(NC(=O)CNC(=O)CCl)C(=O)O (stereo not given)	.	.	8	.	-16	4
CC/C(N)=N\NC(=O)OC(C)(C)C	-3	-4	-27	-6	-5	7
Cc1cccc(C(=O)OC(=O)c2cccc(C)c2)c1	-24	-6	-4	-10	-37	10
CCC1OC(=O)C(C)C(OC2CC(C)(O)C(O)C(C)O2)C(C)C(O)C(C)(O)CC(C)C(=O)C(C)C(O)C1C (stereo not given)	-21	-5	-14	0	-23	-5
CCOC(=O)Nc1nc2ccccc2n1CN1CCOCC1	-5	-15	-32	-19	-12	-8
Cc1c([N+](=O)[O-])cc(C(C)(C)C)c(OC(=O)C(C)(C)C)c1[N+](=O)[O-]	92*	42	53	60	45	54
[N-]=[N+]=C1C(=O)NC(=O)N2C3CC(O)C(COC12)O3 (stereo not given)	16	-37	-4	-11	-1	-5
CC(C)C1=CC2C3C(=O)NC(=O)C3C1C1C3C(=O)NC(=O)C3C21 (stereo not given)	7	-15	-42	4	-15	13
CCOC(=O)C(C)(C(=O)OCC)C(Cl)Cl	8	-37	3	7	-11	-8
Nc1ncc2c(n1)-c1ccccc1OC2N1CCCCC1 (stereo not given)	-26	-2	-5	-22	-2	29
CCCNC(=O)Nc1ccccc1OC	15	-39	0	-9	8	11
CCN(c1ccccc1)c1ncnc2nc[nH]c12	20	-29	7	-2	1	-6
CC(C)CC(NC(=O)C(C)(Cl)Cl)C(=O)O (stereo not given)	10	-22	7	-8	1	-8
CC(O)C(O)C(O)C(O)C(/C=N/Nc1ccccc1)=N/Nc1ccccc1 (stereo not given)	0	-10	4	8	-14	23
S=c1nc(-c2ccccc2)[nH][nH]1	8	2	7	-4	15	11
O=C(NNC(=O)c1ccccc1)c1ccccc1	-5	-31	13	-25	-19	15
CC1(C)C(=NN)C(C)(C)C1O (stereo not given)	-12	7	-2	7	7	-5
Cc1ccc(NC(=O)c2cc(C)ccc2N)cc1	-12	-21	1	-15	-2	0
Cc1ccc(C(=O)Nc2ccc(S(=O)(=O)O)c3cc(S(=O)(=O)O)cc(S(=O)(=O)O)c23)cc1N	-13	2	-28	-54	-7	-28
Cc1ccc(OC/C=C/c2ccc([N+](=O)[O-])cc2)cc1	-5	-59	-1	-7	-9	-19
CN(C)C1CS(=O)(=O)OC2=C1CCSc1ccccc12 (stereo not given)	-6	-85	5	11	12	8
CCN(CC)C(=S)N/N=C/c1ccccn1	90*	89*	90*	91*	92*	90*

A draw from above in order of molecular weight, low to high.
SMILES	yeast bub3	cln2 rad14	yeast rad50	sgs1 mgt1	yeast mec2-1	mlh1 rad18
COc1ccc(C=O)c(NC(=O)C(C)(C)C)c1	23	2	37	10	24	-14
O=C(O)c1c(Cl)c(Cl)c(Cl)c(C(=O)O)c1Cl	6	-36	-2	7	2	19
CN(C)C1CS(=O)(=O)OC2=C1CCSc1ccccc12 (stereo not given)	-6	-85	5	11	12	8

Results in yeast mec2-1, yeast bub3 and yeast rad50 (three entries from above):
mol	yeast mec2-1	yeast bub3	yeast rad50
Cc1c([N+](=O)[O-])cc(C(C)(C)C)c(OC(=O)C(C)(C)C)c1[N+](=O)[O-]	45	92*	53
[N-]=[N+]=C1C(=O)NC(=O)N2C3CC(O)C(COC12)O3 (stereo not given)	-1	16	-4
CC(C)C1=CC2C3C(=O)NC(=O)C3C1C1C3C(=O)NC(=O)C3C21 (stereo not given)	-15	7	-42

(further entries)
SMILES	yeast bub3	cln2 rad14	yeast rad50	sgs1 mgt1	yeast mec2-1	mlh1 rad18
NC(N)=NS(=O)(=O)c1ccc(NC(=O)c2cccc3c(Nc4ccc(S(N)(=O)=O)cc4)c4ccccc4nc23)cc1	-1	28	-18	-51	-10	-26
COc1cc(Nc2cnc3cc(N)ccc3n2)cc(OC)c1OC	-10	-16	-17	-31	-34	-45
N#CCSc1ncnc2nc[nH]c12	5	6	4	-6	2	0
NC(=S)N/N=c1\cc(C(=O)Nc2ccc([N+](=O)[O-])cc2[N+](=O)[O-])oc2ccccc12	23	-6	19	16	26	28
Cc1nc2sccc2c(=O)n1C	0	-4	-4	-1	-4	-4
Nc1c(C(=O)O)nnc2cc(Cl)ccc12	6	-5	-28	-16	-22	-18
O=C(Cc1nc2ccccc2[nH]c1=O)c1cccnc1	-5	2	0	13	8	16
c1csc(CNc2cccc3ccccc23)c1	14	-22	55	32	25	28
CC(C)/C(Cl)=N\OC(=O)NNc1ccccc1	2	37	-6	10	-11	-41
O=[N+]([O-])c1ccc(N=NN2CCOCC2)cc1	-11	-1	-1	-1	4	7
Nc1[nH]c(=O)nc2c1ncn2C1OC(CO)C(O)C1O (stereo not given)	-4	-4	-10	-12	-28	-10
CC(=O)OC(c1ccccc1)c1ccccc1CN(C(C)=O)c1ccccc1 (stereo not given)	3	0	-18	-14	6	3
CCOC(=O)CCc1nc2c([nH]1)c(=O)n(C)c(=O)n2C	11	-25	0	7	-27	-13
CCCCCCCC/C=C\CCCCCCCCOCC(O)CO (stereo not given)	-32&-25	3&-18	-26&-9	-4&-2	-21&-26	-21&-28
O=C(NNc1ccccc1)NNc1ccccc1	21	46	33	45	21	30
Cn1c2c(c(=O)n(C)c1=O)C(C=O)C(=O)N2 (stereo not given)	-2	-36	-6	-17	-7	-11
CC(=O)Oc1cccc2c1C(=O)C1CC(O)C3(C=O)OC(C)(C)OC2(C)C13 (stereo not given)	-3	5	8	6	-3	4
Cc1cc(N)c(S)cc1C	75*!	30&-50	26&65	50&21	24&20	77*!
CCOC(=O)C1=C(C)N(NC(=O)Nc2ccccc2)C2(N)N(NC(=O)Nc3ccccc3)C(C)=C(C(=O)OCC)C12C#N (stereo not given)	3	-5	-14	-17	6	-16
O=C(N/N=C\c1ccc(Cl)cc1Cl)c1ccc(F)cc1	-1	0	-10	-8	-11	-4
COc1cc(NC(C)=O)c2c(c1)SCC(=O)N2	24	5	3	-4	-34	1
CCCCc1cc(/C=N\NC(N)=O)c2ccccc2n1	-5	1	-1	-1	-14	19
COc1ccccc1C(N)c1ccccc1 (stereo not given)	-1	6	-13	16	-1	14
C/C=c1/[nH]c(=O)/c(=C\c2ccccc2)[nH]c1=O	-7	25	11	-5	-4	4
CNC(=O)c1ccccc1C(=O)c1ccccc1OC	17	-25	8	-3	-12	2

Filtered by structure, the compounds so far containing bromine
SMILES	yeast bub3	cln2 rad14	yeast rad50	sgs1 mgt1	yeast mec2-1	mlh1 rad18
O=C(O)C1C2CC(C(Br)C2Br)C1C(=O)O (stereo not given)	-6	10	-7	-22	1	-12
Cc1ccc(/C(C#N)=C2C=C(Br)/C(=N\O)C=C/2Cl)cc1	.	.	3	.	-11	11

In the list so far, these contain a thiophene ring, fused or not:
SMILES	yeast bub3	cln2 rad14	yeast rad50	sgs1 mgt1	yeast mec2-1	mlh1 rad18
OC(c1ccccc1)(c1ccc2ccccc2n1)c1cccs1 (stereo not given)	-3	-32	4	-12	8	8
Cc1nc2sccc2c(=O)n1C	0	-4	-4	-1	-4	-4
c1csc(CNc2cccc3ccccc23)c1	14	-22	55	32	25	28

Further structures follow:
SMILES	yeast bub3	cln2 rad14	yeast rad50	sgs1 mgt1	yeast mec2-1	mlh1 rad18
O=C(Cl)c1cc(-c2ccccc2)nc2c(Cl)cccc12	41	39	46	43	39	38
C[Si](C)(/C(=C/COCc1ccccc1)CCOC1CCCCO1)c1ccccc1 (stereo not given)	1	-11	-5	-17	-7	-27
Clc1cnc(/N=C/c2ccc(/C=N/c3ncc(Cl)cc3Cl)cc2)c(Cl)c1	-6	10	13	6	-22	16
CCN(CC)CC1CCCCN1 (stereo not given)	1	30	-10	2	-16	3
COc1ccc(C2SC(C)C(=O)N2c2nc(-c3nc(-c4ccc(Cl)cc4)cs3)cs2)cc1 (stereo not given)	27	83*	45	69	40	77*
c1ccc2c(c1)[nH]c1c2nc2ccccn21	-25&64	0&5	-9&23	0&37	-18&43	0&16
COc1ccc(C(=O)O/N=C2/CCC/C2=C\c2ccccc2)cc1	11	26	14	34	13	8
CN(Cc1ccccc1)Cc1ccccc1	.	.	8	.	-4	15
CC(OC(=O)C(CC(=O)OC(C)(C)C)NC(=O)OC(C)(C)C)C(=O)OCc1ccccc1 (stereo not given)	30	11	-2	-1	-2	-47
Clc1ccc(/C=C/c2nc3ccccc3s2)cc1Cl	27	10	-14	3	-24	-16
CN(C)c1nnnn1Cc1ccccc1	6	-26	-1	-7	-4	2
CC[n+]1ccc2cc(OC)c(OC)cc2c1Cc1ccc(OC)c(OC)c1	-1	-34	-18	-6	-6	-16
CC(=O)NC1=NC(=O)/C(=C\c2cccc(Cl)c2Cl)N1C	13	18	-1	-8	10	7
NC1=NS(=O)(=O)c2ccccc21	-1	-49	15	3	-12	-2
COC(=O)C(Cc1ccccc1)NC(=O)C(CS)NC(=O)OC(C)(C)C (stereo not given)	5	12	5	-15	-5	9
CCOC(=O)Cc1nc2ncncc2[nH]c1=O	2	15	3	-2	12	-8
Cc1cc(OC(=O)Nc2cccc(Cl)c2C)ccc1[N+](=O)[O-]	49	4	1	26	53	2
CC(C)NS(=O)(=O)OCC(O)(CC(Cl)(Cl)Cl)c1ccccc1 (stereo not given)	12	22	24	17	4	39
CCCCCCCCCCCCCCCCOS(=O)(=O)O	99*	98*	98*	99*	98*	99*
O=C(O)c1cc(=O)cc(C(=O)O)[nH]1	-2	-15	-8	0	-16	15
CCCCC(C=O)(C=C=C(C)C)CC (stereo not given)	66	36	51	61	52	17
CCN(CC)CC(C)(C)C(=O)/C=C/c1ccccc1	6	19	-2	-22	14	17
COC(=O)CCSC1=CC(=O)c2nc3ccccc3c3ccnc1c23	-3	13	10	12	7	-26
C=CCNC(=S)Nc1ccc(O)cc1	-10	-55	-3	-12	-16	-5
CS(=O)(=O)OCC1COCC1COS(C)(=O)=O (stereo not given)	-14	-12	27	9	-6	17
CSc1nc(SC)c(Cl)c(C(Cl)Cl)n1	75*	7	32	69	59	75*
Cc1ccc(OC(=O)c2ccc(N)cc2O)cc1	78*	42	45	42	68	53
CC(=O)O[C@@H]1C[C@H](C)CC(C)(C)C1	0	-4	3	-11	6	-3
